Epigenetic reg = regulators of epigenetic silencing causing reporter derepression in mouse cells. murine LDR cells, GFP reporter derepression, 30 h. Potency, µM (doses to about 53.9 µM), without a hit: at the highest dose GFP activation, actives largely listed as activators. 280,000 tested, 0.2% active; further: % of control where 0% means no effect; nearly all actives have a fitted effect of over 60% in size
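Derepression of a silenced CMV-GFP reporter in murine LDR cells is scored by enumerating GFP-positive cells with a laser-scanning microplate cytometer after 30 hours of treatment at 37 C.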
NPSR antag = neuropeptide S receptor (human) antagonism, cAMP; AID 1461; Potency, µM (top dose mostly 38.3 µM), for inactives: top-dose activity change, negative = inhibition, most hits filed as inhibitors; CHO-NPSR cells, cAMP TR-FRET, antagonist mode; Q6W5P4; 220,000 tested, 1% active; further: on the % scale 0 is the no-effect control and ±100 the full control effect; nearly all actives have a fitted effect of over 50% in size; many of its hits are not listed in these tables
RGS12 GoLoco inh = RGS12 GoLoco-Gai1 interaction inhibition; Gai1:RGS12 GoLoco peptide FP, rhodamine, 10 min; 230,000 tested, 0.44% active; Potency, µM (series often up to 61.6 µM), inactives show top-dose activity, negative = inhibition, most hits filed as inhibitors; active means well fitted inhibition curve with a large enough effect, not every such curve was filed as active; inactive means no such curve, though single readings can be large or run the other way; further: on the % scale 0 is the no-effect control and ±100 the full control effect; nearly all actives have a fitted effect of over 30% in size; many of its hits are not listed in these tables
Target sequence (P63096 whole entry, looked up): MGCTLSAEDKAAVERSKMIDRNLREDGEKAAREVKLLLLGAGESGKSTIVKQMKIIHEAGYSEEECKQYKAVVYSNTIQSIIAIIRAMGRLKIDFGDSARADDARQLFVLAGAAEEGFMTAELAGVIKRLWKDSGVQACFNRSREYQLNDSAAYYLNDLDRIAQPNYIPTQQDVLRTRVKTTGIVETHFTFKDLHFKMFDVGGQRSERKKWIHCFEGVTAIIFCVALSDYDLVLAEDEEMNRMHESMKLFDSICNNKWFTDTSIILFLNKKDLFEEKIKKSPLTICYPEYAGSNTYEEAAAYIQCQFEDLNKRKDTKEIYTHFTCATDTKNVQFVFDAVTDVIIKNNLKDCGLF
SMN2 splice up = enhancers of SMN2 splice variant expression; 210,000 tested, 2.8% active; Potency, µM (doses to about 46.1 µM), without a hit: at the highest dose activity change, positive = activation, actives largely listed as activators; HEK293 SMN2-luciferase splicing reporter, luminescence, 30-36 h; further: % of control where 0% means no effect; nearly all actives have a fitted effect of over 55% in size
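HEK293 cells carry an SMN2 minigene-luciferase reporter in which exon 7 inclusion puts luciferase in frame. Cells were seeded at 2000 cells/well, attached for 10-12 hours, then exposed to compounds for 30-36 hours at 37C before ONE-Glo luminescence.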
IMPase Li cell = IMPase inhibition in cells with lithium potentiation. CHO-M1 cells, IP1 TR-FRET (IP-One), carbachol + lithium. Potency, µM (doses to about 59.4 µM), without a hit: top-dose activity, negative = IMPase inhibition, actives largely listed as inhibitors. 210,000 tested, 0.35% active. AID 1457;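 further: IP1 builds up when IMPase is blocked and the TR-FRET signal falls; plate controls were basal vehicle for no effect and high inhibitor control for full effect; nearly all actives have a fitted effect of over 50% in size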
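IP1 accumulation measured by competitive TR-FRET in lysed CHO-M1 cells after 30 min compound exposure at 37C, with a small lithium addition to potentiate weak responses. Hill-equation AC50 from ratio and donor-channel data.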
KDM4E inh = JMJD2E (human) inhibition; B2RXH2; JMJD2E catalytic domain, FDH-coupled NADH fluorescence (FDH is formaldehyde dehydrogenase); Potency, µM (top dose mostly 57.1 µM), inactives show at the highest dose activity change, negative = inhibition, actives largely listed as inhibitors; 230,000 tested, 1.6% active; active means well fitted inhibition curve with a large enough effect, not every such curve was filed as active; inconclusive means small, poorly fitted or top-dose-only effect, or another doubt; inactive means no such curve, though single readings can be large or run the other way;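 further: 0% = wells with enzyme and -100% = buffer wells without enzyme; nearly all actives have a fitted effect of over 50% in size; many of its hits are not listed in these tables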
KinaseGlo FLuc = blocks Kinase-Glo luciferase, a counter-screen artifact. Q27757. Kinase-Glo luciferase, ATP luminescence, 8 min. Potency, µM (highest dose often 38.3 µM), inactives show at the top dose activity change, negative = inhibition, most hits filed as inhibitors. 200,000 tested, 0.28% active; further: on the % scale 0 is the no-effect control and ±100 the full control effect; nearly all actives have a fitted effect of over 60% in size
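Inhibition of Kinase-Glo luciferase light generation was assessed at 10 uM ATP in pH 7.2 imidazole buffer, with luminescence measured after eight minutes at ambient temperature.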
RECQ1 inh = RECQ1 (human) helicase inhibition; RECQ1 DNA unwinding, red fluorescence kinetic read; Potency, µM (top dose mostly 57.3 µM), for inactives: at the top dose activity, negative = inhibition, actives largely listed as inhibitors; 240,000 tested, 0.54% active; AID 2549;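 further: plate controls were vehicle for no effect and no enzyme for full effect; nearly all actives have a fitted effect of over 30% in size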
Target sequence (P46063 whole entry, looked up): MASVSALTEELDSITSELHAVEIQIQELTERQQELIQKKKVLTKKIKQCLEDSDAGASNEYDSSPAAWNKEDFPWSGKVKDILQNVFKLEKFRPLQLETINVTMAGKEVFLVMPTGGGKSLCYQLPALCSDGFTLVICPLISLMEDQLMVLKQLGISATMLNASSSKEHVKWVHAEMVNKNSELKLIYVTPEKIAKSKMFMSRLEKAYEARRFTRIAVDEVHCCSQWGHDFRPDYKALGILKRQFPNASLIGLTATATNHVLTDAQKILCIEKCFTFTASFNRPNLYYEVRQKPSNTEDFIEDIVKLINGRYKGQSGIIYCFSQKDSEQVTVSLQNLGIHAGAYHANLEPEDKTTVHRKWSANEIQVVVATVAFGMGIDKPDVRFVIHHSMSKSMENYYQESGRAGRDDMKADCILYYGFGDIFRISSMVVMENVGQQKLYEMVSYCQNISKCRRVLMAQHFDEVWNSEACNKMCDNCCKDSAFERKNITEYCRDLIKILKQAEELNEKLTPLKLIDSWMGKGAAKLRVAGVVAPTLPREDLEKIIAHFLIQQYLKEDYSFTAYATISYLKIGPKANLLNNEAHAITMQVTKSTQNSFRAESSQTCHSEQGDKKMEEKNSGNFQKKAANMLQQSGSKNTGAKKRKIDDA
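50 nM RECQ1T1 preincubated 15 min with compound in Tris pH 8.0 buffer with MgCl2, DTT, Tween-20 and 2.5 ug/ml poly(dI-dC); started with 200 nM TAMRA/BHQ-2 forked duplex and 2 mM ATP. Unwinding read as fluorescence (525/598 nm), two reads 2 h apart.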
* marks the source's active call; other numbers are inactive results; i = inactive; ? = inconclusive; / = no result given; [ ] = dose if it differs, or a comment. Unless noted, the call rests on the fitted dose curve; in most records, active means well fitted curve in the direction sought with a large enough effect; inconclusive means small, poorly fitted or top-dose-only effect, or another doubt; inactive means no such curve, though single readings can be large; an effect the other way counts as inactive or inconclusive. Potency means the concentration at half of the fitted maximal effect. This is a subset, so the mix of outcomes need not match the whole.

Preview:
SMILES | Epigenetic reg | NPSR antag | RGS12 GoLoco inh | SMN2 splice up | IMPase Li cell | KDM4E inh | KinaseGlo FLuc | RECQ1 inh
COc1ccc(NC(=O)CSc2nc3cccnc3n2C)cc1 | 5.6% | -7.4% | 44.2%[activator] | / | 19.6% | 1.8% | 0.6% | -18.0%
O=C(NCc1ccccn1)c1cccs1 | 0.0% | 7.3%[46.1 µM] | 12.0% | -4.2% | 14.4%[38.3 µM] | 2.1% | -1.9% | -1.4%

Results, from the start:
SMILES | Epigenetic reg | NPSR antag | RGS12 GoLoco inh | SMN2 splice up | IMPase Li cell | KDM4E inh | KinaseGlo FLuc | RECQ1 inh
COc1ccc(NC(=O)CSc2nc3cccnc3n2C)cc1 | 5.6% | -7.4% | 44.2%[activator] | / | 19.6% | 1.8% | 0.6% | -18.0%
O=C(NCc1ccccn1)c1cccs1 | 0.0% | 7.3%[46.1 µM] | 12.0% | -4.2% | 14.4%[38.3 µM] | 2.1% | -1.9% | -1.4%
Cc1cccc2cc(/C=N/NC(=O)c3ccccc3O)c(Cl)nc12 | -1.6% | -26.6% | -3.7% | -38.9%[inhibitor] | 11.2% | 1.2% | 3.2% | -1.7%
Cc1ccc(O)c(-c2cc(C(=O)NCc3ccc4c(c3)OCO4)[nH]n2)c1 | 3.8% | -14.2% | 0.6% | -8.7% | -2.0% | 12.2% | 1.2% | -10.7%
CCC(Cc1ccccc1)n1c(=S)[nH]c2ccccc2c1=O (stereo not given) | 0.8% | ? | 8.7% | -16.6% | 3.5% | -7.4% | 0.2% | -18.6%
COc1ccc(C(=O)Nc2ccc(N3CCN(c4ccc(OC)cc4)CC3)c(C#N)c2)cc1 | 0.0% | 3.16µM* | -4.1% | 10µM* | 1.78µM* | -4.2% | 15.3% | 0.5%
CCN(C(=O)COC(=O)c1cc(-c2ccccc2)nc2c1c(C)nn2-c1ccccc1)C1CCS(=O)(=O)C1 (stereo not given) | 0.0% | -7.6% | -9.6% | 0.7% | -2.2% | ? | -0.5% | -2.1%
CN(NC(=O)COc1ccccc1)c1ccccc1 | -0.9% | -1.1%[46.1 µM] | / | / | / | -7.2% | / | 6.3%
O=C(O)c1cccc(-c2ccc(/C=N/NC(=O)c3cccnc3)o2)c1 | 2.2% | -26.6% | 7.0% | ? | 17.6% | 9.2% | -3.1% | -8.4%
Oc1ccc(-c2cn3cc(C(F)(F)F)ccc3n2)cc1 | -0.9% | 17.6% | -1.8% | 0.891µM* | -4.0% | ? | -15.7% | -3.2%
COc1ccccc1CNc1ccc2nnc(CCNC(=O)c3ccccc3)n2n1 | -2.1% | -0.3% | 6.9% | -11.9% | -6.2% | -13.4% | -0.7% | -17.3%
Cc1cc(NC(=O)CSc2nc3ccccc3c(=O)n2CCCC(=O)NCc2ccco2)n[nH]1 | 0.0% | -13.1%[46.1 µM] | -2.4% | -13.1% | -11.2%[38.3 µM] | -1.0% | -1.4% | -16.3%
COc1cc(NC(=O)C2CCCC2)c(OC)cc1Cl | 10.2% | -18.7%[46.1 µM] | -12.1% | -16.5% | -9.5%[38.3 µM] | 4.1% | 2.0% | -2.5%
COc1ccc(OC)c(-c2c3c([nH]c(=S)c2C#N)CCCC3)c1 | -1.2% | -18.9% | -1.5% | -2.1% | -8.2% | -10.4% | 0.4% | i
CCn1nc(NC(=O)c2ccncc2)c2cc3ccc(C)cc3nc21 | 0.8% | 10.3%[46.1 µM] | 9.0% | -13.3% | -2.0%[38.3 µM] | ? | -0.8% | -0.5%
Cc1cc(C)n(/N=C/c2cccc([N+](=O)[O-])c2)c(=O)c1 | -1.3% | 7.8% | 3.1% | -2.7% | 5.0% | 0.9% | -3.9% | -2.9%
Cn1nccc1CNC(=O)c1c(Cl)cnn1C | -1.5% | 19.7% | 11.7% | -8.8% | 1.0% | 8.6% | 3.4% | -0.2%
CCN(Cc1ccccc1)c1ccc(/C=N/N2CCOCC2)cc1 | -3.0% | -4.2% | -10.2% | -14.1% | 12.6% | ? | -3.1% | -8.8%
CCOC(=O)c1sc2nc(N3CCOCC3)c3c(c2c1N)CCN(Cc1ccccc1)C3 | 1.2% | -22.9%[46.1 µM] | 4.0% | -19.6% | -13.9%[38.3 µM] | ? | -4.6% | 14.5%
CCN(CC)S(=O)(=O)c1cccc(-c2nnc(SCc3nnc(-c4ccccc4)o3)n2C)c1 | -4.0% | -17.3%[46.1 µM] | -10.9% | -18.9% | 0.6%[38.3 µM] | 11.2% | -0.1% | i
COc1ccc(C(=O)NNC(=O)CSc2nnc(-c3cccnc3)o2)cc1 | 1.1% | 5.8% | 7.6% | / | 8.4% | -27.1% | 2.2% | 7.0%
CC(=O)Nc1c(C(N)=O)oc2ccc(Cl)cc12 | -1.0% | 5.2% | 4.9% | / | / | ? | / | -2.8%
CC(C)(C)c1ccc(N2C(=O)Cc3c2nc(N)c(C#N)c3N)cc1 | 0.0% | ? | 8.4% | -3.5% | 28.0%[38.3 µM] | 7.0% | -1.3% | -2.2%
CC(CCc1ccccc1)NC(=O)CN1CCN(Cc2ccccc2)C1=O (stereo not given) | -0.8% | ? | 3.8% | -11.8% | -6.0%[38.3 µM] | 1.1% | 11.6% | -9.9%
CCN(CC)CCN1C(=O)C(O)=C(C(=O)c2sc(C)nc2C)C1c1cccnc1 (stereo not given) | -2.0% | -6.5%[46.1 µM] | 0.3% | -3.3% | 19.4%[38.3 µM] | -13.3% | -1.5% | 0.9%
CC(=O)N1CCN(c2ccccc2NC(=O)Cc2ccc(Cl)cc2)CC1 | -1.1% | -22.5% | -0.5% | -12.7% | 6.1% | ? | 10.5% | -4.6%
O=C(CN1CCN(Cc2ccccc2)CC1)Nc1ccc(-n2cnnn2)cc1 | -1.0% | -21.1% | -3.0% | / | 7.4% | -1.8% | -2.5% | 0.7%
CC(C)NC(=O)c1cccc(Cn2cc(Cl)cn2)c1 | 1.0% | -13.4%[46.1 µM] | 0.6% | -7.2% | -1.7%[38.3 µM] | ? | 4.7% | i
CC(=O)c1ccc(NC(=O)/C(=C\c2ccccc2)NC(=O)c2ccco2)cc1 | 1.0% | 0.4% | -11.0% | -18.7% | 5.1% | -2.4% | 6.6% | -8.6%
Cc1ccc(O)c(C2=NNC(c3ccc(Cl)cc3)C2)c1 (stereo not given) | -0.3% | 2.8%[7.67 µM] | 16.6% | / | / | ? | / | -16.0%
CC(=O)Oc1cc2c(C(C)=O)coc2c2ccccc12 | 2.2% | 1.3%[46.1 µM] | 15.3% | 1.2% | 15.1%[38.3 µM] | 5.7% | -3.9% | -17.8%
COc1ccc(/C=C(/NC(=O)c2cccc([N+](=O)[O-])c2)C(=O)O)cc1 | 4.5% | 11.8% | -3.8% | 3.6% | -8.8% | -2.0% | 0.5% | -1.1%
Cc1cc(Cl)c(OCCCN2CCCCC2)c(Br)c1 | -1.3% | 4.2% | -0.9% | -3.4% | 4.2% | ? | -1.6% | 5.3%
CCC(=O)Nc1cc2nn(-c3ccc(OC)cc3)nc2cc1C | 0.2% | -17.0%[46.1 µM] | 1.1% | -9.2% | 11.2µM* | ? | -7.7% | -12.3%
COc1ccccc1CNC(=O)c1ccc(SC)cc1OC | 1.1% | -22.3%[46.1 µM] | -1.1% | 2.7% | 11.7%[38.3 µM] | 5.9% | -0.8% | -9.6%
Cc1ccc(Cn2c(SCC(=O)NCC3CCCO3)nc3c2c(=O)n(C)c(=O)n3C)cc1 (stereo not given) | 4.5% | -16.8% | 14.6% | / | 18.5% | 16.7% | -2.8% | 3.1%
Cc1ccc(C(=O)COC(=O)c2cc(=O)[nH]c3ccccc23)cc1 | 3.4% | -10.5% | 3.1% | ? | -5.5% | ? | -2.8% | i
Cc1cccc(N2CCC(N=CN(C)C)=N2)c1 | -0.9% | -23.7% | -8.0% | 14.2% | 44.8%[activator] | -28.8% | -4.9% | -13.3%
CCCn1nnc(NC(=O)c2cc(Br)cc(Br)c2OC)n1 | 0.1% | -2.9%[46.1 µM] | / | / | / | 1.4% | / | i
CC(C(=O)N1CCc2ccccc2C1)N1C(=O)c2ccccc2C1=O (stereo not given) | 0.0% | 12.9% | 2.6% | / | / | -13.9% | / | -2.3%
COc1ccc(CCn2c(-c3ccc(C(C)(C)C)cc3)n[nH]c2=S)cc1OC | -0.1% | -42.4% | 7.5% | -0.1% | 8.8% | ? | 0.7% | i
CCCCC1(C)NC(=O)c2c(C)sc(C(=O)OCC)c2N1 (stereo not given) | -1.7% | -6.6%[46.1 µM] | 10.3% | -22.8% | -11.6%[38.3 µM] | ? | -2.4% | -1.2%
COc1cc(OC)cc(C(=O)NCCN2C(=O)S/C(=C\c3cccs3)C2=O)c1 | -1.5% | -11.9% | 6.7% | -42.3%[inhibitor] | 33.8%[activator] | 12.1% | -2.8% | -13.1%
Cn1c(SCC(=O)O)nc2ccccc2c1=O | 2.7% | -1.7%[46.1 µM] | 4.4% | 1.3% | -13.2%[38.3 µM] | -4.9% | -0.1% | -6.7%
C=CCNc1nnc(C)c2ccccc12 | 5.2% | 7.3%[46.1 µM] | 2.6% | 4.0% | 2.9%[38.3 µM] | -2.6% | -3.4% | -4.1%
CCOc1ccccc1OCC(=O)NCc1ccco1 | -1.1% | -7.3%[46.1 µM] | 2.2% | ? | 14.3%[38.3 µM] | -0.4% | 2.1% | -5.4%
O=C(Cn1nnc(-c2ccccc2Cl)n1)N/N=C/c1ccc2c(c1)OCO2 | 0.1% | -19.1%[46.1 µM] | 11.5% | -14.9% | 9.9%[38.3 µM] | ? | -3.6% | -8.7%
Cc1oc2ccccc2c1-c1cn2c(n1)SCC2 | -1.1% | -15.9%[46.1 µM] | -1.2% | / | 34.5%[38.3 µM] | ? | 0.7% | 2.0%
O=C(Nc1cccc(CCc2ccccn2)c1)c1ccc(Cl)cc1 | 0.3% | -21.0% | -19.3% | -10.6% | 8.8% | ? | -1.7% | i
Fc1ccccc1NC(=S)NN(Cc1ccccc1)c1ccccc1 | -2.9% | -23.7%[46.1 µM] | 6.7% | ? | 41.2%[activator][38.3 µM] | -3.7% | -5.2% | -3.4%
O=C(C1=C[C@H](c2ccc3c(c2)OCO3)C[C@H](OCCCCO)O1)N1CCN(Cc2ccc3c(c2)OCO3)CC1 | -3.0% | 37.1% | -11.7% | / | 10.5% | 5.4% | / | -8.1%
